# TDP-43 yeast inh: qHTS of TDP-43 Inhibitors. TDP-43 expressing yeast growth rescue, BacTiter-Glo, 24 h. Potency, µM (titrated, usually from 46.1 µM), inactives show top-dose growth rescue (activation), most hits filed as activators. hit rate 1.8% among 410,000. AID 652104, 2013; also: % of control where 0% means no effect; nearly all actives have a fitted effect of over 50% in size
#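 Galactose-induced TDP-43 yeast, OD600=0.02, compound pinned; 24 hr, 30 deg C; BacTiter-Glo luminescence for growth. Inhibitors of TDP-43 toxicity read as activators.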
# KB-V1 MDR tox: qHTS assay for MDR1-selective chemotherapeutics: Primary screen using the drug-selected MDR subline cells KB-V1; KB-V1 MDR cells viability, CellTiter-Glo, 72 h; Potency, µM (highest dose often 46.1 µM), for inactives: at the top dose activity change, negative = cytotoxicity, usual class: cytotoxic; hit rate 3.4% among 400,000; also: % is scaled to controls: 0 for no effect and ±100 for the full control effect; nearly all actives have a fitted effect of over 60% in size
#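 Following 72 h at 37 degrees C with compound, KB-V1 cell viability was read by CellTiter-Glo luminescence, medium being phenol-red-free DMEM plus 10% FBS; concentration-response parameters came from normalized, curve-fitted qHTS data.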
# HEK293 tox: qHTS of GLP-1 Receptor Inverse Agonists: Cytotox Screen; HEK293 cAMP-luciferase reporter cells, luminescence, 24 h; Potency, µM (doses to about 38.3 µM), for inactives: top-dose activity change, negative = inhibition, most hits filed as inhibitors; hit rate 0.13% among 410,000; AID 624418, 2012;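 also: loss of luciferase light is scored as toxicity; % is scaled to controls: 0 for no effect and ±100 for the full control effect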
#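 Compound-treated cells are incubated 24 hr at 37 deg C under 5% CO2 after a 12 hour attachment period, then luciferase detection reagent is added and luminescence is measured following 12 min at room temperature; lowered signal indicates toxicity.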
# GLP-1R agonist: qHTS of GLP-1 Receptor Agonists; Potency, µM (series often up to 45.6 µM), inactives show at the highest dose activation, actives largely listed as activators; Glucagon-like peptide 1 receptor (Homo sapiens), P43220; hit rate 0.007% among 380,000; HEK293 GLP-1R CRE-luciferase, luminescence, 4-6 h; cells express a hypersensitive GLP-1R form; also: % of control where 0% means no effect
# Target sequence (P43220 whole entry, looked up): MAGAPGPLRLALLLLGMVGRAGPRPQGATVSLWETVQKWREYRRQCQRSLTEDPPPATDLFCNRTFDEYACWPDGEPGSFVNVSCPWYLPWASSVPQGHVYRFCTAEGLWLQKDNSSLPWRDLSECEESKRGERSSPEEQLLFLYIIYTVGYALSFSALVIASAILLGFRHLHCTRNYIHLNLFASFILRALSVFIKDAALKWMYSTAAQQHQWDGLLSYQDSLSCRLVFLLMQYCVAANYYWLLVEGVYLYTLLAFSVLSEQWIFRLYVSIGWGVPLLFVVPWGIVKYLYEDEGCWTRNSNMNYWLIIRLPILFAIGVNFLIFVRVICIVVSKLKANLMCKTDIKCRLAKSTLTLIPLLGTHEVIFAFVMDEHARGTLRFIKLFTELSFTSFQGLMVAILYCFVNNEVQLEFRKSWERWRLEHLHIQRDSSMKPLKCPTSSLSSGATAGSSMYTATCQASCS
# GLP1R inv ag: qHTS of GLP-1 Receptor Inverse Agonists (Inhibition Mode); Glucagon-like peptide 1 receptor (Homo sapiens), P43220; Potency, µM (titrated, usually from 38.3 µM), without a hit: top-dose activity change, negative = inhibition, actives largely listed as inhibitors; HEK293 GLP-1R CRE-luciferase, luminescence, 24 h; GLP-1R form is constitutively active; hit rate 1.6% among 410,000; also: % is scaled to controls: 0 for no effect and ±100 for the full control effect; nearly all actives have a fitted effect of over 55% in size
#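 HEK293 cells stably co-expressing a cAMP-responsive luciferase reporter and constitutively active GLP-1R were seeded, incubated 12 h, then exposed to compounds for 24 h at 37 C. Luminescence was read 12 min after detection reagent; inverse agonists lower signal.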
# HT1080NT lethal: qHTS for induction of synthetic lethality in tumor cells producing 2HG: qHTS for the HT-1080-NT fibrosarcoma cell line; Potency, µM (series often up to 46.1 µM), for the others: at the top dose activity, negative = less viability, hits mostly cytotoxic; HT-1080-NT fibrosarcoma viability, CellTiter-Glo ATP luminescence, 48 h; hit rate 1.6% among 360,000; AID 686970, 2013;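 also: NT is the 2HG producing partner of a matched IDH1 knockdown line; 0% = DMSO-treated cells and -100% = media-only wells without cells; nearly all actives have a fitted effect of over 55% in size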
#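 Fibrosarcoma NT cells, 750 per well in 5% FBS RPMI, were exposed to compound for 48 hours. Viability: CellTiter-Glo luminescence.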
# SW480 rerep: A quantitative high throughput screen for small molecules that induce DNA re-replication in SW480 colon adenocarcinoma cells. SW480 DNA re-replication, Hoechst DNA content imaging, 48 h. Potency, µM (highest dose often 46.1 µM), inactives show top-dose re-replication activation, hits mostly activators. hit rate 1.8% among 340,000. AID 624297, 2012; also: % of control where 0% means no effect; nearly all actives have a fitted effect of over 55% in size
#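 Treated cells incubate 48 hr (37 C, 5% CO2), are stained 40 min with Hoechst, and nuclear fluorescence is enumerated; a rise in nuclei with high DNA signal marks re-replication.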
# KB-3-1 tox: qHTS assay for MDR1-selective chemotherapeutics: Primary screen using the parental adenocarcinoma cell KB-3-1 | KB-3-1 viability, CellTiter-Glo ATP luminescence, 72 h | Potency, µM (titrated, usually from 46.1 µM), for inactives: top-dose activity change, negative = cytotoxic, usual class: cytotoxic | hit rate 1.4% among 400,000; also: % is scaled to controls: 0 for no effect and ±100 for the full control effect; nearly all actives have a fitted effect of over 60% in size
#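 Screening of KB-3-1 cells (DMEM, 10% FBS, phenol-red free) ran from lowest to highest compound concentration; after 72 h at 37 °C viability was read luminescently and curves fitted.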
# HT1080 IDH1KD tx: qHTS for induction of synthetic lethality in tumor cells producing 2HG: qHTS for the HT-1080-IDH1KD cell line; Potency, µM (top dose mostly 46.1 µM), inactives show at the highest dose activity, negative = toxicity, actives largely listed as cytotoxic; hit rate 2% among 360,000; HT-1080 IDH1 knockdown viability, ATP luminescence, 48 h; AID 686971, 2013;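 also: 0% = DMSO wells and -100% = cell-free medium wells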
#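 Using the IDH1-knockdown HT-1080 line run in the same batch and compound series as the NT line, viability after 48 h at 37 °C was determined by CellTiter-Glo luminescence and expressed as % activity.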
# * = called active by the depositor; ? = inconclusive; nt = not tested or not shown; & = joins results of further samples; [ ] = another dose, or the depositor's remark. Calls follow the shape of the dose curve; as a rule, active = well fitted curve in the direction sought with a large enough effect; inconclusive = small, poorly fitted or top-dose-only effect, or another doubt; inactive = no such curve, though single readings can be large; an effect the other way counts as inactive or inconclusive. Potency is read from the fitted curve at half-maximal effect.
# Every second line gives: TDP-43 yeast inh | KB-V1 MDR tox | HEK293 tox | GLP-1R agonist | GLP1R inv ag | HT1080NT lethal | SW480 rerep | KB-3-1 tox | HT1080 IDH1KD tx
Cc1cccc(-c2nc(CN3CCCC(C(=O)NC4CCCCC4)C3)c(C)o2)c1 (centres undefined)
    -17% | 21µM* | ? | 4% | 3.5µM* | ? | 8% | ? | ?
CCCCN1CC(COc2ccccc2)Oc2cccc(F)c2S1(=O)=O (centres undefined)
    7% | 6% | -7% | 7% | ? | 12% | -1% | 1% | 3%
CCC1CN(C(=O)Nc2cccc(C)c2)c2cc(C)ccc2O1 (centres undefined)
    -14%[0.397 µM] | -10% | -2% | 14% | ? | 0% | 4% | -4% | -11%
O=C(Nc1cccc(NC(=O)c2ccc(Br)o2)c1)c1ccccc1
    ? | -7%&-10% | -33%&-14% | 11% | ? | -14% | -7% | -5%&-11% | -22%
Cc1cc(OCC(=O)N2CCC(C(N)=O)CC2)c2c(C)cc(=O)oc2c1
    8% | 20% | -2% | 4% | 2% | 3% | ? | 0% | 3%
Cn1c(C(=O)NCCCN2CCN(c3ccccc3F)CC2)cc2c(=O)[nH]c3ccccc3c21
    0% | ? | -21% | -3% | -3% | -19% | 16% | 8% | -21%
Cc1cc(OCC(=O)NC(C)(C)C)ccc1Cl
    16% | -5% | -5% | -3% | -3% | 22% | -3% | -1% | 12%
COc1ccc(CCNC(=O)c2c([S-])n(-c3ccc(C)cc3)c3cccc[n+]23)cc1
    23% | -13% | -30% | 16% | ? | ? | ? | 12µM* | ?
COc1ccccc1NC(=O)c1c(N=Cc2c(O)ccc3ccccc23)cnn1C
    -35%[inhibitor] | ? | ? | 16% | -21% | 8.2µM* | ? | 21µM* | 5.8µM*
Cc1cccc(NC(=O)CSc2nc(=O)n(Cc3ccncc3)c3c2CCC3)c1C
    14% | 2% | -3% | nt | 14% | nt | nt | 5% | nt
Cc1ccc(NC(=O)c2sc3nc4c(cc3c2N)CN(Cc2ccccc2)CC4)cc1
    ? | -16% | 1% | nt | ? | nt | nt | ? | nt
COc1ccc(NC(=O)C2C3C=CC4(O3)C2C(=O)N(CCN2CCCCC2)C4C(=O)NC2CCCC(C)C2C)cc1 (centres undefined)
    -9% | -10% | ? | 2% | ? | -16% | 26µM* | -8% | -13%
COC(=O)[C@@H]1CCCN1C(=O)CCc1nnc(CCC2CCCCC2)o1
    -6%[0.397 µM] | 0% | -18% | 11% | 2% | 2% | -14% | 20% | 18%
COc1ccc(Cn2c(=S)[nH]c3cc(C(=O)NCCCN4CCOCC4)ccc3c2=O)cc1
    -17% | 2% | 1% | 3% | ? | -20% | -9% | -6% | -28%
COc1cc(C(=O)NC2CCCc3ccccc32)cc(OC)c1OC (centres undefined)
    2% | ? | 4% | 24% | -2% | 0% | -12% | 3% | -18%
Cc1cc(NC(=O)c2ccco2)c(=O)n(Cc2c(F)cccc2Cl)c1
    15% | ? | 4% | 8% | -8% | -8% | -5% | -16% | -16%
COCCN(C(=O)COC(=O)CCC1CCCCC1)c1c(N)n(Cc2ccccc2)c(=O)[nH]c1=O
    15% | ? | 8% | -1% | 3% | 4% | nt | 2% | -1%
COc1ccc(-c2nc(-c3ccccn3)nc(N3CCN(C)CC3)c2C#N)cc1
    -4%[9.22 µM] | 11% | -15% | 10% | 36%[activator] | -15% | -26% | ? | -9%
COc1ccc(-c2csc(Nc3cccc(C)n3)n2)cc1
    18µM* | ? | -18% | -10% | ? | -19% | -2% | ? | -19%
O=C(CCC(=O)N1CCOc2ccc(Cl)cc21)N1CCN(c2ccccn2)CC1
    -8% | 2% | 1% | 1% | ? | -3% | 0% | -11% | -3%

# The list goes on, overlapping the part above by 7 compounds.
# Every second line gives: TDP-43 yeast inh | KB-V1 MDR tox | HEK293 tox | GLP-1R agonist | GLP1R inv ag | HT1080NT lethal | SW480 rerep | KB-3-1 tox | HT1080 IDH1KD tx
COc1ccc(Cn2c(=S)[nH]c3cc(C(=O)NCCCN4CCOCC4)ccc3c2=O)cc1
    -17% | 2% | 1% | 3% | ? | -20% | -9% | -6% | -28%
COc1cc(C(=O)NC2CCCc3ccccc32)cc(OC)c1OC (centres undefined)
    2% | ? | 4% | 24% | -2% | 0% | -12% | 3% | -18%
Cc1cc(NC(=O)c2ccco2)c(=O)n(Cc2c(F)cccc2Cl)c1
    15% | ? | 4% | 8% | -8% | -8% | -5% | -16% | -16%
COCCN(C(=O)COC(=O)CCC1CCCCC1)c1c(N)n(Cc2ccccc2)c(=O)[nH]c1=O
    15% | ? | 8% | -1% | 3% | 4% | nt | 2% | -1%
COc1ccc(-c2nc(-c3ccccn3)nc(N3CCN(C)CC3)c2C#N)cc1
    -4%[9.22 µM] | 11% | -15% | 10% | 36%[activator] | -15% | -26% | ? | -9%
COc1ccc(-c2csc(Nc3cccc(C)n3)n2)cc1
    18µM* | ? | -18% | -10% | ? | -19% | -2% | ? | -19%
O=C(CCC(=O)N1CCOc2ccc(Cl)cc21)N1CCN(c2ccccn2)CC1
    -8% | 2% | 1% | 1% | ? | -3% | 0% | -11% | -3%
Cc1nc2ccc(F)cc2cc1C(=O)Nc1cccc(Cl)c1C
    3% | 16% | -8% | 6% | 8% | 6% | -2% | 0% | 7%
Cc1nnc(SCC(=O)Nc2sc3c(c2C#N)CCCCC3)n1N
    -4% | -22% | 16% | 0% | 1% | -4% | -3% | -1% | -4%
COc1ccc(S(=O)(=O)N2CCC(C(=O)N[C@H](C(=O)NC3CCCC3)C(C)C)CC2)cc1
    -6% | -6% | -7% | -6% | -4% | 6% | -6% | 11% | 22%
Cc1ccc2nc(/C(C#N)=C/c3ccc(-c4cccc([N+](=O)[O-])c4)o3)[nH]c2c1
    -17% | 6% | 20% | -1% | 18% | -2% | 0% | -4% | 13%
Cc1ccc2c(Cl)cc(Cl)c(OCC(=O)N3CCOCC3)c2n1
    25% | 17% | -1% | 1% | -6% | 7% | -14% | 12% | 6%
O=C1CSC(c2cn(-c3ccccc3)nc2-c2cc3ccccc3oc2=O)N1Cc1ccco1 (centres undefined)
    28% | ? | -12% | 1% | ? | 0% | 2% | -28% | -16%
O=C(CSc1n[nH]c(=O)n1-c1cccnc1)Nc1ccccc1
    4% | ? | 2% | 2% | 2% | -1% | -11% | 22% | 1%
Cc1ccc(NC(=O)C(C)N2C(=O)c3ccccc3C2=O)nc1 (centres undefined)
    -5% | 0% | -17% | 14% | 30%[activator] | 17% | 0% | 5% | ?
Nc1nc(CSc2ncn[nH]2)nc(Nc2ccc(F)cc2)n1
    8% | 0% | 5% | 9% | 19% | 3% | 0% | 9% | -1%
Cc1cc(C)c(NC(=O)CCCC(=O)O)c(Cl)c1
    -5% | -1% | 1% | -11% | -5% | -1% | -17% | 0% | 10%
CC1CCN(C(=S)NC(=O)c2cccs2)CC1
    10% | 5% | ? | -4% | 49%[activator] | -2% | -4% | -2% | -28%
Cc1cc(C)cc(OC(C)C(=O)Nc2ccccc2C(=O)NCc2cccnc2)c1 (centres undefined)
    13% | -25% | -5% | 12% | ? | -14% | 4% | -4% | -15%
CC(C)OC(=O)NCCOC(=O)Nc1cccc(Cl)c1
    ? | -12% | -17% | 4% | ? | -5% | 1% | ? | -3%
CC(C)CN(CCNC(=O)c1cn(C)c2ccc(S(=O)(=O)N3CCOCC3)cc2c1=O)CC(C)C
    21% | 2% | -11% | nt | 7% | nt | nt | -8% | nt
COC(=O)c1ccc(NC(=O)C(=O)NCC(c2cccnc2)N2CCc3ccccc32)cc1 (centres undefined)
    25% | -7% | -9% | nt | 11% | nt | nt | -28% | nt
CCn1c(COc2ccc(C)cc2)nnc1SCc1ccc(C#N)cc1
    16% | -17% | -1% | 18% | ? | 1% | 0% | -1% | -3%
Cc1ccc2oc(C(=O)N(C)Cc3ccc(C)o3)c(C)c2c1
    ? | -9% | 15% | 8% | ? | -13% | ? | -12% | 0%
O=C(CCN1C(=O)c2ccccc2C1=O)C1=NN[C@@H]2C(=O)N(c3ccc(F)cc3)C(=O)[C@H]12
    -8% | 25% | -6% | -1% | 2% | 12% | 5% | -3% | 6%
CCOC(=O)N1CCC(NC(=O)CSc2cc(=O)n(CC)c3ccccc23)CC1
    -25% | -8% | -4% | 22% | 26% | -5% | -7% | -9% | -5%
Cc1cccc(N2C(=O)CC(N3CCOCC3)C2=O)c1 (centres undefined)
    18% | 2% | -7% | -1% | 11% | 8% | 1% | 7% | 8%
O=C(O)c1cccc(N/N=C(\N=Nc2ccccc2)c2ccccc2)c1
    10% | 0% | -15% | 3% | ? | ? | -6% | -4% | ?
COc1ccc(CN2C(=O)c3ccccc3C2c2nnnn2C(C)C)cc1 (centres undefined)
    10% | ? | 2% | 11% | 13% | 18% | nt | 12% | 16%
CN(C)c1nc(Oc2ccc(C(=O)OCC(=O)Nc3ccccc3)cc2)nc(N(C)C)n1
    -8% | 2% | -2% | -7% | ? | 0% | -3% | -2% | 0%
Cc1nc(-c2ccccc2)sc1C(=O)NS(=O)(=O)c1ccc(CN2CCN(c3ccccc3)CC2)cc1
    15% | 0% | -5% | 20% | 2% | 3% | nt | 18% | 1%
CN1CCN(S(=O)(=O)c2ccc(NN)nc2)CC1
    12% | -1% | -12% | 9% | 6% | 1% | -5% | 9% | 4%

# Screening results from PubChem.
